HTT ATP protect: qHTS Multiplex Assay to Identify Dual Action Probes in a Cell Model of Huntington: Cytoprotection (ATP). PC12 HTT-Q103 induced, cytoprotection, ATP luminescence, 40 h. Potency, µM (series often up to 56.4 µM), for the others: cytoprotection (ATP increase), actives largely listed as activators. 0.14% of 230,000 active;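 note: % of control where 0% means no effect; nearly all actives have a fitted effect of over 45% in size; toxic huntingtin expression switched on by the ecdysone agonist tebufenozide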
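Huntington model: PC12 line, ecdysone-inducible HTTQ103 exon1–GFP, tebufenozide 100 nM. Test articles in a dose series. Endpoint luminescence from cellular ATP.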
L3MBTL1 block: qHTS Assay for the Inhibitors of L3MBTL1. AlphaScreen L3MBTL1–H3K9me1 peptide binding. Potency, µM (highest dose often 57.1 µM), for inactives: top-dose activity, negative = inhibition, actives largely listed as inhibitors. 0.66% of 230,000 active. Lethal(3)malignant brain tumor-like protein 1 (Homo sapiens), Q9Y468; note: % is set by controls: 0 for no effect and ±100 for the full control effect; nearly all actives have a fitted effect of over 60% in size
Target sequence (Q9Y468 whole entry, looked up): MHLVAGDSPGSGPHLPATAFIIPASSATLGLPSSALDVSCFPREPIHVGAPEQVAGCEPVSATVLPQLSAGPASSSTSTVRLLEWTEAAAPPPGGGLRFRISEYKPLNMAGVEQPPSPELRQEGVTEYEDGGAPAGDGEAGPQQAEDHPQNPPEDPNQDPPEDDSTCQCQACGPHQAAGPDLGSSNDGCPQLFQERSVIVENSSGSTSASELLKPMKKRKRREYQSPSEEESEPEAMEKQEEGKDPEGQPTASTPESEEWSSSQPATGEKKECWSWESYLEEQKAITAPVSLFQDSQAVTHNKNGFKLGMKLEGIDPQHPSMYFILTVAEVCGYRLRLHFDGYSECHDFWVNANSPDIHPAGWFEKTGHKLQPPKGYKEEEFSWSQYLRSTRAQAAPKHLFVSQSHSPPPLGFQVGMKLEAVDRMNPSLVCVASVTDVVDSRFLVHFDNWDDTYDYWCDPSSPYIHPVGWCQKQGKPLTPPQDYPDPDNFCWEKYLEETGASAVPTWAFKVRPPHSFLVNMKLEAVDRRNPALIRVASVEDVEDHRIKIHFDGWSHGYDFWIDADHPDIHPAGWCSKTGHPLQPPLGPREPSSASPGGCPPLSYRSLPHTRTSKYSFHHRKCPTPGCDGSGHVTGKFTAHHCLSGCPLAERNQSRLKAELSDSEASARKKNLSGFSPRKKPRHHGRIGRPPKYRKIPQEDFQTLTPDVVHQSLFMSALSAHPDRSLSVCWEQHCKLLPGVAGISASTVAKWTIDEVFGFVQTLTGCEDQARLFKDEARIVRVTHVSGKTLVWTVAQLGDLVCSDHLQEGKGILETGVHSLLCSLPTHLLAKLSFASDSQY
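L3MBTL1 50 nM + b-AHA-H3(1-15)K9me1 75 nM, 30 min RT; compound added, 30 min RT; streptavidin donor/Ni-chelate acceptor beads 10 ug/mL each final, 30 min RT dark; AlphaScreen read.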
Tau FP inhib: qHTS for Inhibitors of Tau Fibril Formation, Fluorescence Polarization. AID 1468, 2008. 0.39% of 280,000 active. Potency, µM (highest dose often 57.7 µM), for the others: at the top dose activity, negative = inhibition, usual class: inhibitors. Microtubule-associated protein tau (Homo sapiens), P10636. K18 P301L tau heparin fibrillization, Alexa594 FP, 6 h; note: % is set by controls: 0 for no effect and ±100 for the full control effect; nearly all actives have a fitted effect of over 55% in size
Target sequence (P10636 561-689 P618L limits assumed): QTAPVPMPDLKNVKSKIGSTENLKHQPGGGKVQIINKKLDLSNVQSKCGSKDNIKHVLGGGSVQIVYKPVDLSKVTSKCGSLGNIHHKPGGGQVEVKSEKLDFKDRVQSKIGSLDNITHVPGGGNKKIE
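Human K18 P301L fragment (15 uM unlabeled plus 0.24 uM Alexa 594-labeled) in 100 mM sodium acetate pH 7 with compound, aggregation induced by 20 uM heparin for 6 hr at 37 C. ThT (30 uM) added for 1 hr, then Alexa 594 FP read.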
TRb-SRC2 inh: qHTS for Inhibitors of the Interaction of Thyroid Hormone Receptor and Steroid Receptor Coregulator 2. Thyroid hormone receptor beta (Homo sapiens), P10828. TRbeta-SRC2 peptide binding, fluorescence polarization; receptor liganded with 1 µM T3. Potency, µM (titrated, usually from 106 µM), without a hit: at the highest dose activity change, negative = inhibition, hits mostly inhibitors. 0.065% of 280,000 active;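 note: plate controls were bound peptide for no effect and peptide without receptor for full effect; nearly all actives have a fitted effect of over 50% in size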
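Binding of a 20-amino-acid Texas Red SRC2 peptide (20 nM) to TRb ligand-binding domain (0.6 uM) with agonist T3 at 1 uM was followed by fluorescence polarization after a 5 hr room-temperature incubation.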
TR SRC2 fluor cs: Total Fluorescence Counterscreen for Inhibitors of the Interaction of Thyroid Hormone Receptor and Steroid Receptor Coregulator 2; Potency, µM (doses to about 106 µM), inactives show at the highest dose fluorescence change, negative = quenching; 0.29% of 280,000 active; TRb/SRC2 Texas Red total fluorescence interference; active = well fitted curve in either direction with a large enough effect; inconclusive = small, poorly fitted or top-dose-only effect; note: % is set by controls: 0 for no effect and ±100 for the full control effect
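Flags fluorescent or light-absorbing compounds by total fluorescence, S + 2P, at 555 nm excitation and 632 nm emission. Mixture: 20 nM Texas Red SRC2 peptide, 0.6 uM human TRb LBD, 1 uM T3, 5% DMSO; compound exposure 5 h at ambient temperature.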
Tau ThT inhib: qHTS for Inhibitors of Tau Fibril Formation, Thioflavin T Binding; Microtubule-associated protein tau (Homo sapiens), P10636; recombinant tau K18 P301L, heparin-induced fibrillization, ThT fluorescence; 2.1% of 270,000 active; Potency, µM (doses to about 57.4 µM), inactives show at the top dose activity, negative = inhibition, usual class: inhibitors; AID 1460, 2008; note: % is set by controls: 0 for no effect and ±100 for the full control effect; nearly all actives have a fitted effect of over 55% in size
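Using a mix of unlabeled (15 uM) and Alexa 594-labeled (0.24 uM) tau K18 P301L, heparin-triggered fibrillization over 6 hr at 37 C was scored by ThT fluorescence.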
RECQ1 inh: qHTS Assay for Inhibitors of RecQ-Like Dna Helicase 1 (RECQ1) | Potency, µM (highest dose often 57.3 µM), for the others: top-dose activity, negative = inhibition, most hits filed as inhibitors | 0.54% of 240,000 active | RECQ1 DNA unwinding, red fluorescence kinetic read | ATP-dependent DNA helicase Q1 (Homo sapiens), P46063;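 note: plate controls were vehicle for no effect and no enzyme for full effect; nearly all actives have a fitted effect of over 30% in size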
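RECQ1T1 50 nM; forked duplex (20 bp + 30-nt ss tails) 200 nM, ATP 2 mM final; pH 8.0, 2 mM MgCl2, 2.5 ug/ml poly(dI-dC); 15 min compound preincubation; discontinuous kinetic read over 2 h at RT.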
Tau fluor cs: Counterscreen qHTS for Inhibitors of Tau Fibril Formation, Fluorescence Polarization; tau K18 P301L Alexa594 fluorescence, heparin fibrillization; Potency, µM (doses to about 57.7 µM), without a hit: top-dose activity change, negative = decrease; 0.93% of 280,000 active; AID 1463, 2008; note: % is set by controls: 0 for no effect and ±100 for the full control effect; nearly all actives have a fitted effect of over 55% in size
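Human tau K18 P301L (15 uM unlabeled, 0.24 uM Alexa 594-labeled) in 100 mM sodium acetate pH 7 with 20 uM heparin, 6 hr at 37 C. ThT 30 uM added, 1 hr ambient; Alexa 594 FP and total fluorescence read at 555/632 nm.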
Starred values were filed as active, the others as inactive; i = inactive; ? = inconclusive; / = no result given; & = joins results of further samples; [ ] = remark or other dose. Unless noted, calls come from the whole dose curve; as a rule, active = well fitted curve in the direction sought with a large enough effect; inconclusive = small, poorly fitted or top-dose-only effect, or another doubt; inactive = no such curve, though single readings can be large; an effect the other way counts as inactive or inconclusive. Potency is the fitted concentration of half-maximal effect. Some of the compounds tested; the hit share may differ from the screen's.

SMILES	HTT ATP protect	L3MBTL1 block	Tau FP inhib	TRb-SRC2 inh	TR SRC2 fluor cs	Tau ThT inhib	RECQ1 inh	Tau fluor cs
Cc1cccc(N2CCN(C(=O)c3ccc(N4CCCC4=O)cc3)CC2)c1C	5%[10 µM]	7%	0%	6%	-3%	-16%	-3%	-13%
Cc1ccc2c(=O)cc(CSCC(=O)Nc3nnc(C)s3)[nH]c2c1	/	/	-6%	8%	-2%	-6%	/	-5%
Cc1cccc(OCCn2cc(/C=N/NC(=O)c3ccncc3)c3ccccc32)c1	4%[10 µM]	-16%	2%	5%	-5%	?	-7%	16µM*[quencher]
Cc1c(C(=O)NCc2ccc(F)cc2)sc2nc3n(c(=O)c12)CCC3	/	/	-13%	1%	-29%	?	/	-8%
Cc1ccc(-c2nn3c(=O)cc(CN4CCN(C(=O)Nc5cc(Cl)ccc5C)CC4)nc3s2)cc1	/	/	-4%	-1%	-4%	-13%	/	2%
Cc1ccccc1NC(=O)Cn1c(NCC(C)O)nc2ccccc21 (configuration not stated)	0%[1.9 µM]	3%	5%	-1%	-23%	-6%	-3%	-4%
CCNS(=O)(=O)c1ccc(CCC(=O)NC2CCCC2)cc1	9%[10 µM]	-2%	-12%	-8%	0%	-2%	2%	-4%
CC1(C)N=C(C(=O)c2ccccc2)N(O)C1(C)O (configuration not stated)	0%	43%[activator]	-8%	-9%	-6%	2%	-13%	-3%
Cc1ccc(OC/C(O)=C(\C#N)c2nc3ccccc3s2)cc1	-63%[inhibitor][10 µM]	-12%	-1%	8%	0%	7%	-3%	2%
COc1ccc(-n2c(COc3ccc(Cl)cc3)nnc2SCc2ccc(C#N)cc2)cc1	-45%[inhibitor]	/	8%	-2%	-2%	-4%	i	-6%
COc1ccc(C(CCN2CCOCC2)c2c(O)cc(OC)cc2OC)cc1 (configuration not stated)	-12%[10 µM]	/	-1%	8%&-1%	-3%&0%	6%	i	6%
CCCCOc1cccc(C(=O)N(Cc2cccs2)C2CCS(=O)(=O)C2)c1 (configuration not stated)	-23%	4%	1%	0%	-4%	-9%	-3%	-5%
O=C(NCC(c1ccco1)N1CCCCC1)C(c1ccccc1)c1ccccc1 (configuration not stated)	-10%	/	4%	-7%	-1%	-6%	-13%	2%
O=C(CCCC(=O)n1cnc2ccccc21)n1cnc2ccccc21	-17%	-16%	-2%	12%	-3%	10%	13%	5%
COc1ccc(Cl)cc1NC(=O)CSc1nc2sccc2c(=O)[nH]1	-12%	/	-12%	-3%	-6%	1%	-6%	-5%
COc1ccc(CNC(=S)N/N=C/c2ccc(O)c(OC)c2)cc1	11%[10 µM]	-9%	7%	3%	-1%	?	i	?
CC(=O)C1=C(C)N(Cc2ccccc2)C(=O)N[C@@H]1c1cccc(C(F)(F)F)c1	/	-2%	-3%	0%	2%	?	-1%	-20%
CCOC(=O)N/N=C1\CC(C)S(=O)(=O)c2ccc(Cl)cc21 (configuration not stated)	7%[10 µM]	-6%	-17%	-3%	-2%	-18%	-2%	-21%
CCOC(=O)Nc1nnc(Cc2ccc(Cl)c(Cl)c2)s1	-33%[inhibitor]	-3%	3%	2%	0%	-1%	i	1%
CCCCN(Cc1ccco1)C(=O)c1cc2c(=O)[nH]c3ccc(C)cc3c2s1	-31%	/	0%	-23%	-3%	-5%	-3%	-17%
CN(C)S(=O)(=O)N(CC(=O)Nc1ccc(C(F)(F)F)cc1)c1ccccc1	/	/	?	13%	2%	-8%	/	?
Cc1ccc(OCc2nnc(SCC(=O)Nc3nccs3)n2-c2ccccc2)cc1C	1%	/	4%	-5%	-1%	5%	i	-3%
CC(C)c1ccc(OC(=O)c2cc(-c3ccc(Cl)cc3)on2)cc1	/	/	10%	-8%	?	-6%	/	3%
COc1ccc(N(/N=C2\Sc3ccccc3C2=O)C(C)=O)cc1	-46%[inhibitor]	?	-8%	-16%	-4%	?	17%	-12%
COc1ccc(C(OC(=O)c2ccco2)C(=O)NCc2ccc(C)cc2)cc1 (configuration not stated)	21%	6%	3%	-9%	-2%	-5%	13%	-7%
C[C@@H]1C=C[C@](Cc2ccccc2)(C(=O)NCCc2c[nH]c3ccccc23)N1C(=O)c1ccccc1	11%	-7%	?	7%&6%	0%&1%	?	-5%&-9%	?
Cc1cc(C)cc(NS(=O)(=O)c2ccc3c(c2)NC(=O)C(C)S3)c1 (configuration not stated)	/	/	-9%	0%	3%	-8%	/	-11%
Cc1c(NC(=O)c2ccc(COc3ccc4ccccc4c3)o2)c(=O)n(-c2ccccc2)n1C	-16%[0.074 µM]	-11%	5%	-1%	-4%	-17%	-10%	-1%
Cc1cc(C(=O)OC(C)C(=O)Nc2cccc(S(=O)(=O)N3CCOCC3)c2)c(C)o1 (configuration not stated)	1%[10 µM]	/	-2%	-1%	-4%	0%	-7%	-15%
CSc1nc2n(n1)C(c1cc(Br)ccc1F)C(C(=O)N(C)C)=C(C)N2 (configuration not stated)	-26%	-2%	-6%	-2%	-3%	-8%	9%	-2%
CCOC(=O)NC(Nc1nnc(SCC)s1)(C(F)(F)F)C(F)(F)F	-2%	/	3%	-1%	2%	2%	1%	-1%
CCOC(=O)N1CCN(CCC(=O)Nc2ccc(Br)c(C)c2)CC1	1%[10 µM]	-3%	4%	-10%	-2%	-11%	2%	-6%
Cc1cccc(-c2nnn3c2nc(NCc2ccccc2)c2ccccc23)c1	/	/	-8%	2%	0%	4%	/	-13%
COc1cc(S(=O)(=O)N2CCCCC2)c(OC)cc1Br	-31%[10 µM]	6%	-6%	-4%	-1%	-6%	15%	12%[2.34 µM]
CCOc1ccc(CCNC(=O)CCSCc2cccc(Cl)c2)cc1OCC	/	/	5%	1%	-1%	-13%	/	-15%
COCCn1nnnc1C(c1ccccc1)N1CCN(C)CC1 (configuration not stated)	-20%	-8%	-1%	2%	2%	-4%	-3%	2%
CC(=O)Nc1ccccc1OC(C)C(=O)N1CC(C)CC(C)C1 (configuration not stated)	-3%[10 µM]	20%	0%	0%	-5%	-9%	i	-1%
COc1ccccc1C(c1nnnn1C(C)(C)C)N1CCCc2ccccc21 (configuration not stated)	10%	-6%	-1%	-5%	-1%	-11%	-5%	-9%
CC(C)(C)NC(=O)C(c1ccc(O)cc1)N(C(=O)Cn1nnc(-c2ccc(F)cc2)n1)c1ccccc1F (configuration not stated)	/	9%	-2%	-1%	-4%	-8%	i	-20%
CCS(=O)(=O)N1CCC(C(=O)NCCCN2CCN(c3ccccc3F)CC2)CC1	4%	9%	11%	6%	-1%	0%	-3%	6%
CCn1ncc(CN2CCCC(CNC(=O)c3ccc(F)cc3)C2)c1C (configuration not stated)	12%[10 µM]	0%	8%	4%	-2%	1%	i	12%
O=C(CN(Cc1ccco1)C(=O)c1cc(=O)[nH]c2ccccc12)Nc1ccccc1C(F)(F)F	3%[10 µM]	-5%	2%	-17%	2%	-11%	1%	-4%
CC(C)n1nc(C(=O)Nc2nnc(C3CC3)s2)c2ccccc2c1=O	-29%	/	8%	-2%	-2%	-16%	-15%	-3%
CCn1cc(Br)c(-c2nc3ccccc3c(=O)n2N)n1	3%	/	1%	-8%	-1%	-3%	-3%	0%
CC(=O)Nc1ccc(N/C=C/C(=O)C(C)(C)C)cc1	16%	/	-4%	-5%	-7%	?	22%	-19%
COc1ccc(C(=O)N/N=C/c2ccccc2C(=O)O)cc1OC	5%[10 µM]	/	-1%	-3%	0%	/	-3%	16%
Cc1ccc(N2CCN(C(=O)C3CCN(S(=O)(=O)c4ccc5c(c4)oc(=O)n5C)CC3)CC2C)cc1 (configuration not stated)	/	/	5%	-4%	-5%	-7%	/	-12%
CCN1CCc2nc(NC(=O)Cc3ccc4c(c3)OCCO4)sc2C1	-6%	-6%	-10%	-14%	0%	-17%	-3%	-5%
Cc1nn(Cc2ccccc2)c(C)c1/C=N/NC(=O)c1ccncc1	12%[10 µM]	7%	1%	2%	0%	-7%	-2%	-10%
Cc1ccc(NC(=O)CS(=O)CC(=O)N(C(C)C(=O)NC2CCCCC2)C(C)(C)C)cc1 (configuration not stated)	7%[10 µM]	-2%	9%	4%	-2%	5%	i	6%
CCOC(=O)c1c(-c2ccccc2)csc1NC(=O)CSc1nc(C)cc(C)n1	/	5%	6%	-3%	2%	-16%	?	-14%
O=C(Oc1ccc(OC(=O)c2ccco2)c(S(=O)(=O)c2ccc(Cl)cc2)c1)c1ccco1	2%[10 µM]	-12%	11%	-5%	1%	?	-8%	-8%

Four of the compounds above, with values under each structure.
Each structure is followed by: HTT ATP protect, L3MBTL1 block, Tau FP inhib, TRb-SRC2 inh, TR SRC2 fluor cs, Tau ThT inhib, RECQ1 inh, Tau fluor cs
COc1ccc(C(=O)N/N=C/c2ccccc2C(=O)O)cc1OC
→ 5%[10 µM], /, -1%, -3%, 0%, /, -3%, 16%
Cc1ccc(N2CCN(C(=O)C3CCN(S(=O)(=O)c4ccc5c(c4)oc(=O)n5C)CC3)CC2C)cc1 (configuration not stated)
→ /, /, 5%, -4%, -5%, -7%, /, -12%
CCN1CCc2nc(NC(=O)Cc3ccc4c(c3)OCCO4)sc2C1
→ -6%, -6%, -10%, -14%, 0%, -17%, -3%, -5%
Cc1nn(Cc2ccccc2)c(C)c1/C=N/NC(=O)c1ccncc1
→ 12%[10 µM], 7%, 1%, 2%, 0%, -7%, -2%, -10%

Screening data: PubChem, National Center for Advancing Translational Sciences (NCATS)
